Compound activity as filed in PubChem.
Tn7 DDE FP = DD(E)-Tn7 binding inhibition, primary FP screen; P02675; FP displacement of FITC-Tn7 peptide from fibrin DD(E); 0% = median of compound wells per plate; inhibition, % at 8.3 µM; 0.13% of 370,000 active;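 active = inhibition above the mean of compounds falling within the control limits plus 3 SD of them, cut at about 14% in these data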;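 also: 0% = plate median of compound wells and 100% = 10 µM Aha-Tn7 peptide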
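Also added: labelled Tn7 tracer, 0.1 µM; Assay system: human fibrin DD(E) protein; Amount: 2 µM fibrin DD(E); Schedule: 10 min compound pre-incubation, 3 h probe incubation at room temperature; Repeats: one replicate per compound; Read-out basis: percent inhibition; Measured by: fluorescence polarization of the labelled Tn7 tracer.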
SIAE primary = blocks human sialic acid acetylesterase; SIAE FP-Rh probe binding, fluorescence polarization; inhibition, % at 9.66 µM; 0.69% of 370,000 active; Q9HAT2;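 active = inhibition above a cutoff: mean of compounds within the control limits plus 3 SD of those, cut at about 17% in these data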;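 also: 0% = plate median of compound wells and 100% = probe without SIAE protein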
Target sequence (Q9HAT2 whole entry, looked up): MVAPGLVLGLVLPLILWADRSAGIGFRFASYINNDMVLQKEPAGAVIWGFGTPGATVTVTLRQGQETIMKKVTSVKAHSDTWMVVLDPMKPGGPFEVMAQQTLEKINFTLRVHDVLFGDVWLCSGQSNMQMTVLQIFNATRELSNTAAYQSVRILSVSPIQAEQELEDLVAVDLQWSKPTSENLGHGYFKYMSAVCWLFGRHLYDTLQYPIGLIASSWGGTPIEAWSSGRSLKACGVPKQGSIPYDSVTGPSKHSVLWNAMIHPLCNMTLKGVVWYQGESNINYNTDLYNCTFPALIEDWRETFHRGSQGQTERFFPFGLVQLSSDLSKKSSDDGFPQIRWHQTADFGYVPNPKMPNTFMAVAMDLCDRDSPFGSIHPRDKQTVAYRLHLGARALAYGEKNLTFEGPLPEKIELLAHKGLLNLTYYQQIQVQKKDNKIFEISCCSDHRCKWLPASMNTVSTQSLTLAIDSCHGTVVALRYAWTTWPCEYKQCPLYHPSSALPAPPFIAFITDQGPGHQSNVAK
PG9 Ab binder = PG9 antibody binding by small molecule; TR-FRET gp120-PG9 antibody binding; inhibition, % at 6.7 µM; 0.43% of 360,000 active; AID 624416; in the data active = inhibition above about 8.5%
UHRF1 MBD2 ctr = UHRF1 methyl-DNA binding inhibition; UHRF1 binding to methylated oligo, TR-FRET; inhibition, % at 4.4 µM; 0.75% of 370,000 active; AID 687016; in the data active = inhibition above about 21%;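 also: UHRF1 SRA domain binding a hemimethylated CpG hairpin DNA probe; 0% = median of test compound wells and 100% = reference inhibitor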
PRMT1 FP inh = inhibitors of human PRMT1 | recombinant PRMT1, activity-based probe fluorescence polarization | Q99873 | inhibition, % at 2.79 µM | 1.3% of 370,000 active | AID 652257;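 active = inhibition above about 21% made by adding two undisclosed values, limit read from the data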
Target sequence (Q99873 whole entry, looked up): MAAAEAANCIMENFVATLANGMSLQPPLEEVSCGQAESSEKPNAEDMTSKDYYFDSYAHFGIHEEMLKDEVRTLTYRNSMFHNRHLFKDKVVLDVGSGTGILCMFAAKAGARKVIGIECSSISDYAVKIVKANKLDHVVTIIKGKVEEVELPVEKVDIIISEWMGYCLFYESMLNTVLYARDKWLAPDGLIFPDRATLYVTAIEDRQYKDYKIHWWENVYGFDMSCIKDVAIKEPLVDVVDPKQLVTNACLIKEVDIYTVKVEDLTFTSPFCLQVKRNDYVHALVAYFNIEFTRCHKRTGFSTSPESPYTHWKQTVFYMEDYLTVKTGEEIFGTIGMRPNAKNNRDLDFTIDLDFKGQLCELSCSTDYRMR
TDP2 inh = blocks human TDP2 phosphodiesterase activity; O95551; recombinant TDP2, T5PNP hydrolysis, p-nitrophenol absorbance 415 nm; inhibition, % at 12.8 µM; 0.34% of 370,000 active; AID 720702;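 active = inhibition above the mean of all tested compounds plus 3 SD, set per campaign, cut at about 25% in these data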;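 also: 0% = DMSO with enzyme and 100% = buffer with substrate but no TDP2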
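Material: recombinant human TDP2; quantity: TDP2 enzyme at 120 nM final; medium: Tris-HCl pH 7.5 with MgCl2; compound: single concentration, 12.8 µM nominal, with 1% DMSO; incubation: 2 h enzyme incubation at 37 °C; signal: epi absorbance; measure: percent inhibition; benchmarks: high control without enzyme, low control DMSO plus TDP2; repeats: singlicate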
mABHD4 FP = ABHD4 (mouse) inhibition, primary FP screen. Q8VD66. purified mABHD4, FP-Rh probe fluorescence polarization. inhibition, % at 8.92 µM. 0.54% of 370,000 active. AID 720543;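 active = inhibition exceeding the mean over every tested compound plus 3 SD, cut at about 30% in these data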;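 also: 0% = plate median of compound wells and 100% = S159A mutant with DMSO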
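Assay system: mouse ABHD4 enzyme, wild type / Also added: fluorescent activity-based probe FP-Rh / Doses: single nominal dose of 8.92 µM, 0.89% DMSO final / Timing: 45 min compound pre-incubation plus 60 min probe step, 25 °C / Signal: FP readout, ex 525 nm / em 598 nm / Control set: S159A mutant/DMSO as 100%, compound-well median as 0%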
HTRA1 inh = HTRA1 (human) protease inhibition. inhibition, % at 5.96 µM. AID 504803. Q92743. recombinant HTRA1, FP-rhodamine activity-based probe, fluorescence polarization. 0.5% of 340,000 active; in the data active = inhibition above about 36%;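 also: 0% = enzyme with DMSO and 100% = wells lacking enzyme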
LEDGF integ inh = blocks HIV-1 LEDGF/p75-dependent DNA integration. inhibition, % at 3.7 µM. 0.64% of 370,000 active. TR-FRET IN-LEDGF/p75 DNA integration, Eu/Cy5;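 active = inhibition above the screen-wide mean plus 3 SD, cut at about 13% in these data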;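 also: signal is the Cy5 over europium emission ratio at 671 and 618 nm; 0% = plate median of compound wells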
TCR CD3 inh = blocks the human TCR-CD3 interaction; TAMRA-labeled TCR probe fluorescence, biochemical; inhibition, % at 9.4 µM; 0.37% of 360,000 active; AID 651800; in the data active = inhibition above about 19%;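 also: recombinant mutant TCR 2C K166C tagged with TAMRA read by polarization; 0% = receptor in buffer alone and 100% = receptor with positive control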
* marks the source's active call; other numbers are inactive results; . = no result given. Not a hit list; overall some 4.2% were active at least once.

Sequence of screens: Tn7 DDE FP	SIAE primary	PG9 Ab binder	UHRF1 MBD2 ctr	PRMT1 FP inh	TDP2 inh	mABHD4 FP	HTRA1 inh	LEDGF integ inh	TCR CD3 inh
1	CCC1CCCCN1C(=O)c1ccc(OC2CCN(C(=O)C3CC3)CC2)cc1 (centres undefined)
 : 3	-7	1.4	1	2	1	3	1	-6	3
2	CCN(CC)c1ccc(C=NNc2ccc([N+](=O)[O-])cn2)cc1
 : 1	-11	-2.6	-4	-2	-3	6	10	0	-3
3	Cc1cc(/C=C2\SC(N)=NC2=O)c(C)n1-c1ccccc1
 : 6	8	2.2	-2	3	-3	3	3	0	3
4	CCC(C(=O)N1CCN(C(=O)c2ccco2)CC1)c1ccccc1 (centres undefined)
 : 2	11	1.3	-1	-3	-3	-5	6	3	-2
5	CC(C)(C)OC(=O)NC(CNCc1ccccc1)Cc1ccccc1 (centres undefined)
 : -6	0	0.2	1	3	5	2	-5	-1	-2
6	CCCCCCCCCc1nc(N)n[nH]1
 : 6	-8	1.9	5	2	-3	6	-2	-4	-10
7	CC(C)(C)OC(=O)N[C@H](C(=O)OC(C)(C)C)c1ccc(C(F)(F)F)cc1
 : -2	-2	-0.7	-3	-1	-7	4	-2	2	-4
8	CCOC(=O)c1ccoc1CSCc1ccc(C(=O)OC)o1
 : -2	3	0.7	5	39*	-1	2	3	7	-2
9	S=C(NCCc1ccccc1)N1CCN(Cc2ccc(Cl)c(Cl)c2)CC1
 : 6	-8	-0.2	8	2	-2	-1	-2	-1	-7
10	Cc1nn(-c2ccc(Cl)cc2Cl)c(=O)c2ccccc12
 : 5	-3	0.5	-5	2	5	-8	-3	-3	5
11	CC(Oc1cc2oc(=O)c3c(c2cc1Cl)CCC3)C(=O)NCCCN1CCOCC1 (centres undefined)
 : -4	-9	0.1	-4	-2	9	3	3	3	7
12	CCOc1cc2[nH]c(=S)n(Cc3ccc(C(=O)NCCCN(CC)CC)cc3)c(=O)c2cc1OCC
 : 0	-4	-0.8	4	0	-4	-2	11	-1	-5
13	CCOC(=O)C1CCCN(C(=O)c2cc(-c3ccc(C)cc3)nc3ccccc23)C1 (centres undefined)
 : 5	-4	0.6	0	3	-13	-4	-14	1	-14
14	O=C(CCN1C(=O)c2ccccc2C1=O)Nc1cc(F)ccc1F
 : 0	-2	-0.6	2	0	-9	-1	3	3	3
15	Cc1ccc(NC(=O)CN2CCOCC2)cc1S(=O)(=O)N1CCCCC1
 : 0	1	0.1	-3	-1	9	-4	-4	0	7
16	O=C(COc1cccc(C(F)(F)F)c1)NCC(c1ccco1)N1CCCCC1 (centres undefined)
 : -2	-3	0.4	3	1	-1	-5	-5	-2	-6
17	Cc1ccc(NC(=O)CC2NCCNC2=O)cc1 (centres undefined)
 : -6	6	-1.6	-1	-3	1	-8	-4	3	6
18	CC(C)(C)NC(=O)C(c1ccco1)N(C(=O)c1csnn1)c1ccccc1 (centres undefined)
 : 7	5	2.7	-2	-1	9	7	2	1	-4
19	COc1ccc(/C=C2/S/C(=N/N=C3\CC4CCC3(C)C4(C)C)NC2=O)cc1 (centres undefined)
 : 1	2	-0.4	-1	-4	5	3	5	2	-2
20	COc1ccccc1NC(=O)CSc1nnc(-c2ccccn2)n1Cc1ccco1
 : -6	2	0.3	-1	1	1	-4	-12	2	11
21	COC(=O)c1nn(-c2ccc(OC)cc2)c(=O)cc1O
 : 1	-6	-1.6	0	1	-1	4	3	-9	-6
22	CCCC(C(=O)O)N1C(=O)/C(=C2\C(=O)N(C)c3ccccc32)SC1=S (centres undefined)
 : -4	12	-2.7	0	4	6	41*	3	-5	1
23	C[C@@H]1CCCCO[C@H](CN(C)Cc2ccc3c(c2)OCO3)[C@H](C)CN([C@@H](C)CO)C(=O)c2cc(NC(=O)c3ccccc3)ccc2O1
 : 3	2	-0.4	1	3	5	6	-27	-5	-5
24	COc1ccc2c(C)c(CCC(=O)NC3CC3)c(=O)oc2c1C
 : 3	2	-1.1	3	2	8	2	-5	-5	-4
25	CCOc1ccc(NS(=O)(=O)c2cc(C(=O)NCCCN3CCOCC3)ccc2C)cc1
 : -7	-4	-2.3	9	-3	-14	-2	7	1	11
26	CCOC(=O)C1CCC(CNCc2ccc(Cl)cc2)CC1 (centres undefined)
 : 9	2	-1.5	-3	-3	-2	3	1	0	2
27	O=C(N/N=C/c1cc2c(cc1Br)OCO2)c1ccccn1
 : -7	6	-1.4	-4	-4	19	4	.	-3	0
28	CC(C)NC(=O)C1(C)CCN1C(=O)c1cccn1C (centres undefined)
 : -4	4	1.7	-2	-1	7	2	.	-4	4
29	CCCNCc1cc(OCC)c(OCC(=O)Nc2ccccc2)cc1Br
 : 0	-5	-3.4	4	-4	-9	2	-9	1	-1
30	CCC(=O)Nc1ccccc1Nc1cc(C#N)c(C#N)cc1[N+](=O)[O-]
 : -1	-2	-1.1	-5	-3	-9	2	3	2	1
31	COC(=O)CN(C(=S)Nc1ccc(F)cc1)C1CC(=O)N(c2ccc(OC)cc2)C1=O (centres undefined)
 : -4	0	-4.7	-2	-2	11	-31	-4	-4	0
32	O=C(N1CCN(CCO)CC1)N1c2ccccc2CCc2ccccc21
 : 3	2	-2.5	-2	0	5	2	9	0	6
33	COc1cc(NC(=S)NCCN2CCOCC2)cc(OC)c1OC
 : 4	-4	0.8	2	4	-8	-8	2	-2	-3
34	CCc1nc2ccc(C(=O)NCc3ccc4c(c3)OCO4)cn2c1N(CC)CCN(C)C
 : -2	8	-3.4	1	-2	7	4	.	1	6
35	O=C(O)CN1C(=O)/C(=C/c2ccccc2Br)Oc2ccccc21
 : -3	2	-1.8	0	1	13	-1	-4	2	10
36	O=C(OC1CCOC1=O)c1ccc(-c2nc3ccccc3s2)s1 (centres undefined)
 : -2	5	-2.1	-6	-4	7	-7	-6	0	-3
37	O=C(O)CSc1nnc(CSc2nc3ccccc3s2)n1-c1ccccc1
 : 1	-1	2.0	-1	3	10	4	-2	-3	5
38	CN(CC(=O)Nc1ccc(Cl)c(C(F)(F)F)c1)C(=O)c1ccccc1SCC(=O)N1CCCC1
 : 0	-4	0.2	-1	-2	2	-7	6	0	4
39	CCOC(=O)c1cnn(-c2ccccn2)c1N
 : -7	4	-1.0	-1	1	4	1	0	-2	6
40	C#CCN1N=C(c2ccc(C)cc2)CSC1=O
 : 0	2	-1.3	-2	0	-2	0	.	-1	3
41	Cc1ccc(S(=O)(=O)Nc2cc(C(=O)O)ccc2N2CCCCC2)cc1
 : -2	4	-3.2	1	-1	2	23	-4	-1	6
42	COC(=O)C1=CN(c2ccc(C(C)(C)C)cc2)C(N)=C(C#N)C1c1cccc2ccccc12 (centres undefined)
 : -8	10	-1.5	-1	-2	8	7	.	-3	-3
43	Cc1ccc(Cl)cc1N1CCN(S(=O)(=O)c2ccc3c(c2)CC(=O)N3C)CC1
 : -5	0	-2.9	-1	1	2	-6	-12	-3	11
44	CCC(NC(=O)C1CCCC1)c1ccc(C)cc1 (centres undefined)
 : -1	3	-2.6	-1	-3	10	2	6	-1	4
45	CCOc1cc(C(=O)NCCN2C(=O)S/C(=C\c3cccnc3)C2=O)cc(OCC)c1OCC
 : -3	-1	-3.7	-2	-2	-1	2	3	-1	1
46	COC(=O)c1c(S(N)(=O)=O)c2ccccc2n1C
 : -5	9	1.9	-1	1	3	4	0	2	-1
47	CCc1cc2c(=O)oc(-c3ccc(F)cc3)nc2s1
 : -5	-6	-4.6	0	0	-11	-3	-27	3	-4
48	Cc1ccc(-n2ncc3c(NCC4CCCO4)ncnc32)c(C)c1 (centres undefined)
 : 2	2	0.4	4	2	5	1	-1	0	4
49	NNC(=O)/C(=C\c1ccco1)NC(=O)c1ccco1
 : 11	1	-2.3	-5	3	-2	7	4	-1	-3
50	CCc1nc2c(OCCc3cccc(OC)c3)cccn2c1N(C=O)Cc1ccc(OC)cc1
 : 8	7	-2.2	-2	-1	-8	3	.	2	4
51	CC1CCc2nn(CC(=O)N3CCN(C(=O)c4ccco4)CC3)cc2C1 (centres undefined)
 : -4	-2	1.6	-2	1	5	0	-9	-1	8
52	CC1CC(C)CN(CCCNC(=O)Cn2ncc3c(=O)oc4ccccc4c32)C1 (centres undefined)
 : -7	0	-2.0	-3	-1	-6	-1	3	-1	-2
53	COc1cccc(N(CC(=O)Nc2cccnc2)S(C)(=O)=O)c1
 : -1	1	-2.5	1	2	0	-3	6	6	-4
54	O=C1c2ccccc2C(=O)N1CCCCN(C(=O)c1cc([N+](=O)[O-])ccc1Cl)c1ccc(Cl)cc1
 : 0	0	1.1	0	3	9	-3	-8	-5	-4
55	O=C(O)CC(Cc1ccccc1)(C(=O)O)c1ccccc1 (centres undefined)
 : -2	5	-1.9	1	-3	4	-2	0	1	2
56	CCCCc1nnc(NC(=O)C(C)Sc2nc(N)cc(=O)[nH]2)s1 (centres undefined)
 : -1	1	-0.4	-1	-3	-10	-3	0	0	2
57	O=C(NC(Cc1c[nH]c2ccccc12)C(=O)O)c1ccccc1 (centres undefined)
 : -9	7	-0.6	-1	0	-3	1	2	3	0
58	Cc1ccc(-c2csc(N3CCC(NS(=O)(=O)c4ccc5c(c4)OCCO5)CC3)n2)cc1
 : -4	4	-0.7	1	-4	-6	-5	-34	0	5
59	Cc1ncoc1C(=O)N1CCCC(C(=O)c2ccc(C(F)(F)F)cc2)C1 (centres undefined)
 : 4	-11	2.0	9	5	-7	3	1	5	-9
60	CC(C)(C)OC(=O)NCC1CCC(C(=O)NC[C@H](CC(=O)O)c2ccc(Cl)cc2)CC1 (some centres undefined)
 : 0	0	-1.0	1	0	1	1	1	2	-4
61	CC(=O)C1=CN(Cc2ccccc2)CCC1=O
 : -2	4	-0.5	2	2	11	2	8	6	-2

Whole records, looked up by structure:
Profile of `CC(C)(C)OC(=O)N[C@H](C(=O)OC(C)(C)C)c1ccc(C(F)(F)F)cc1` → Tn7 DDE FP: -2; SIAE primary: -2; PG9 Ab binder: -0.7; UHRF1 MBD2 ctr: -3; PRMT1 FP inh: -1; TDP2 inh: -7; mABHD4 FP: 4; HTRA1 inh: -2; LEDGF integ inh: 2; TCR CD3 inh: -4
Profile of `CC(=O)C1=CN(Cc2ccccc2)CCC1=O` → Tn7 DDE FP: -2; SIAE primary: 4; PG9 Ab binder: -0.5; UHRF1 MBD2 ctr: 2; PRMT1 FP inh: 2; TDP2 inh: 11; mABHD4 FP: 2; HTRA1 inh: 8; LEDGF integ inh: 6; TCR CD3 inh: -2
Profile of `CC1CCc2nn(CC(=O)N3CCN(C(=O)c4ccco4)CC3)cc2C1` (centres undefined) → Tn7 DDE FP: -4; SIAE primary: -2; PG9 Ab binder: 1.6; UHRF1 MBD2 ctr: -2; PRMT1 FP inh: 1; TDP2 inh: 5; mABHD4 FP: 0; HTRA1 inh: -9; LEDGF integ inh: -1; TCR CD3 inh: 8
